Shiga inhibitor = A qHTS for Small Molecule Inhibitors of Shiga Toxin; AID 2315, 2010; inhibition, % at 38.7 µM; Vero cells, Shiga toxin protein synthesis inhibition reporter; hit rate 9.2% among 290,000; in the data active = inhibition mostly above about 28%, no sharp cut-off; inactive = mostly below about 43%; also: 0% is about no effect
Cycloheximide cs = Cycloheximide Counterscreen for Small Molecule Inhibitors of Shiga Toxin; cell reporter, cycloheximide protein synthesis inhibition counterscreen; max response, %; hit rate 12% among 300,000; AID 2314, 2010; in the data active = max response mostly above about 13%, no sharp cut-off; inactive = mostly below about 14%; also: read at 38.3 µM for the half of the compounds with a filed dose; 0% is about no effect
Pf growth 96h = Primary qHTS for delayed death inhibitors of the malarial parasite plastid, 96 hour incubation. Potency, µM (series often up to 28.7 µM), for inactives: at the highest dose activity change, negative = inhibition, most hits filed as inhibitors. hit rate 6.9% among 320,000. P. falciparum luciferase reporter growth, 96 h; also: potency is read from the fitted curve at half-maximal effect; % is scaled to controls: 0 for no effect and ±100 for the full control effect
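Erythrocytes infected with luciferase-expressing P. falciparum were dispensed at 2% hematocrit and 0.05% parasitemia (final), then incubated with compounds 96 hours at 37 C in 5% CO2. Luminescence after detection reagent addition reported growth.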
Giardia FBPA inh = qHTS Assay for Inhibitors of Fructose-1,6-bisphosphate Aldolase from Giardia Lamblia. A8B2U2. hit rate 0.71% among 290,000. Potency, µM (series often up to 59.6 µM), for inactives: at the highest dose activity, negative = inhibition, actives largely listed as inhibitors. purified Giardia FBPA; also: potency is read from the fitted curve at half-maximal effect; % is scaled to controls: 0 for no effect and ±100 for the full control effect; nearly all actives have a fitted effect of over 55% in size
Target sequence (A8B2U2 whole entry, looked up): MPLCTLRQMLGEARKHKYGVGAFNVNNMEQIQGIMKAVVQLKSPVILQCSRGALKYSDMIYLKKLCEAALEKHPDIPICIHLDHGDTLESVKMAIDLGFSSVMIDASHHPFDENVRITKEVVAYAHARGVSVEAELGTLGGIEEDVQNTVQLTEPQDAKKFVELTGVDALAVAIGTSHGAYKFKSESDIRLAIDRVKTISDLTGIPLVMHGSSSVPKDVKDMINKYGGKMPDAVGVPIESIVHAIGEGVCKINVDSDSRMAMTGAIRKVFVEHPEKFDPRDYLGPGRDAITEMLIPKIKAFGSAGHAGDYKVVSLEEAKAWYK
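Giardia FBPA (40 nM reagent) was preincubated 10 min at RT with compound (up to 57.5 uM final), then substrate plus GAPDH/TPI/NAD/arsenate coupling system with diaphorase/resazurin was added; resorufin fluorescence (525/598 nm) was read after 20 min.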
Sm TGR inh = qHTS Assay for the Inhibitors of Schistosoma Mansoni Peroxiredoxins; AID 485364, 2010; Schistosoma mansoni thioredoxin glutathione reductase (TGR), Q962Y6; purified TGR, DTNB reduction, TNB absorbance 405 nm; Potency, µM (series often up to 114 µM), for inactives: top-dose activity change, negative = inhibition, hits mostly inhibitors; hit rate 3% among 360,000; also: potency is read from the fitted curve at half-maximal effect; % is scaled to controls: 0 for no effect and ±100 for the full control effect; nearly all actives have a fitted effect of over 60% in size
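Kinetic colorimetric format: TGR-catalysed, NADPH-driven DTNB reduction monitored via TNB absorbance. Enzyme dispensed at 20 nM; compound exposure 15 min at room temperature before reaction start.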
Pf growth 48h = Primary qHTS for delayed death inhibitors of the malarial parasite plastid, 48 hour incubation; hit rate 5.9% among 310,000; Potency, µM (doses to about 28.7 µM), for inactives: top-dose activity change, negative = inhibition, most hits filed as inhibitors; P. falciparum luciferase growth in erythrocytes, 48 h; also: potency is read from the fitted curve at half-maximal effect; % is scaled to controls: 0 for no effect and ±100 for the full control effect
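Read-out is firefly luciferase luminescence from an integrated reporter in P. falciparum, so falling signal marks reduced parasite growth. Infected erythrocytes were at 2% hematocrit and 0.1% parasitemia (final) in Albumax-supplemented RPMI 1640.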
Numbers without * were called inactive; ? = inconclusive; . = no result given; & = joins results of further samples; [ ] = another dose, or the depositor's remark. Unless noted, calls follow the shape of the dose curve; as a rule, active = well fitted curve in the direction sought with a large enough effect; inconclusive = small, poorly fitted or top-dose-only effect, or another doubt; inactive = no such curve, though single readings can be large; an effect the other way counts as inactive or inconclusive.

SMILES	Shiga inhibitor	Cycloheximide cs	Pf growth 96h	Giardia FBPA inh	Sm TGR inh	Pf growth 48h
O=C(O)c1ccc(Nc2nc(-c3ccc([N+](=O)[O-])cc3)nc3ccccc23)cc1	-6	-4	0%	-14%	0%	?
O=C(NCCN1CCOCC1)c1ccc2c(c1)ncn2C1CCCC1	-8	1	?	8%	-2%	34%[activator]
CCOc1ccc(NC(=O)c2cc3cc4ccc(OC)cc4nc3o2)cc1	-3	-5	5.2µM*	-4%	-19%	.
O=C(CSc1nnc(-c2ccc(F)cc2)o1)c1ccc2c(c1)OCCO2	10	18*	.	4%	1%	20%
Cc1no[n+]([O-])c1COc1cccc(/C=C2\N=C(c3ccccc3)OC2=O)c1	-7	-5	20%	7%	-1%	-22%
COc1ccc(N(C(=O)c2ccncc2)S(=O)(=O)c2ccc(OC)c(OC)c2)cc1	-4	0	?	-8%	0%	24%
Cc1c(CN2CCN(C)C(CCO)C2)[nH]c2c(Cl)cccc12 (configuration not stated)	-6	1	?	2%	-8%	-22%
O=C(CCCN1C(=O)c2ccccc2C1=O)Nc1sc2c(c1C(=O)NCc1ccco1)CCC2	-1	1	-16%	-3%	40µM*	?
CN1CCN(NC(=O)c2cc(S(=O)(=O)N3CCOCC3)c(Cl)cc2Cl)CC1	-7	-3	0%	-15%	-11%	2%
CCOc1nnc(C)c2c(C)n(-c3cccc(OC)c3)nc12	12	-3	?	5%	7%	?
COc1ccc(O[C@H]2C=C[C@@H](c3ccccc3)O[C@@H]2CO/N=C/C[C@@H]2C=C[C@H](OC(C)=O)[C@@H](COC(C)=O)O2)cc1	16	-1	?	-2%	?	-22%
CCC(C)Cn1c(C(C)O)nc2ccccc21 (configuration not stated)	9	4	.	4%	-1%	-1%
CCCCc1ccc(NC(=O)Nc2cccnc2)cc1	153*	76*	35%[activator]	15%	16%	?
O=c1oc2ccc(Br)cc2cc1-c1nc2ccccc2o1	16	-3	24%	1%	-34%	48%[activator]
CC(=O)c1ccc(NC(=O)/C(=C\c2cccs2)NC(=O)c2ccco2)cc1	-1	-2	41%[activator]	1%	.	10%
COc1ccccc1P(=O)(Cc1ccccc1)c1ccccc1 (configuration not stated)	-5	-7	-3%	-6%	-3%	-5%[0.00184 µM]
O=C(O)CC/C(=N/NC(=O)CNC(=O)Cc1ccccc1)c1ccccc1	10	7	10%	10%	16%	16%
Cc1cccc(C)c1OCC(=O)NNC(=O)CCNC(=O)c1ccc(Br)cc1	-4	-4	-4%	4%	0%	-1%
CCOc1cc(C2Nc3ccccc3C(=O)N2c2ccccc2OC)ccc1O (configuration not stated)	-19	-1	?	-10%	-21%	.
CCOC(=O)COc1ccc(C(c2c(C)[nH][nH]c2=O)c2c(C)[nH][nH]c2=O)cc1	5	-3	?	?	?	4%

Sorted by count of non-hydrogen atoms (rising): part of the list above.
SMILES	Shiga inhibitor	Cycloheximide cs	Pf growth 96h	Giardia FBPA inh	Sm TGR inh	Pf growth 48h
CCCCc1ccc(NC(=O)Nc2cccnc2)cc1	153*	76*	35%[activator]	15%	16%	?
Cc1c(CN2CCN(C)C(CCO)C2)[nH]c2c(Cl)cccc12 (configuration not stated)	-6	1	?	2%	-8%	-22%
O=C(NCCN1CCOCC1)c1ccc2c(c1)ncn2C1CCCC1	-8	1	?	8%	-2%	34%[activator]
O=C(O)CC/C(=N/NC(=O)CNC(=O)Cc1ccccc1)c1ccccc1	10	7	10%	10%	16%	16%

Continued.
SMILES	Shiga inhibitor	Cycloheximide cs	Pf growth 96h	Giardia FBPA inh	Sm TGR inh	Pf growth 48h
CCc1nnc(NC(=O)c2ccc(Br)o2)s1	-2	1	5.9µM*	?	-2%	21%
O=C(Nc1ccc(N2CCN(C(=O)c3ccccc3)CC2)c(Cl)c1)c1cccnc1	21	-3	-13%	-6%	0%	?
COCCn1nnnc1SCC(=O)c1ccc(F)cc1	40	9	?	6%	-11%	23%
COc1ccc(S(=O)(=O)N(Cc2ccccc2)c2ccccc2C(=O)O)cc1	.	-2	13µM*	12%	9%	2%
CS(=O)(=O)Nc1cc2c3c(c1)CCC(=O)N3CCC2	-7	-3	36%[activator]	-3%	-11%	1%
Cc1cc(C)cc(NC(=O)c2cc(S(=O)(=O)N3CCCC3)cn2C)c1	9	1	?	-5%	8%	1%
Cc1ccc(N=C2CSC(=O)N2)cc1	22	4	11%	2%	-4%	47%[activator]
Cc1nc(N2CCN(c3ccccc3O)CC2)c2c(-c3ccccc3)csc2n1	-10	8	?	-11%	-8%	13µM*
COc1ccc(Cn2c(C)c(C)c(C#N)c2NC(=O)Nc2cccc(C)c2)cc1	-3	-2	6%	1%	-26%	3%
COc1ccccc1-n1c(SCC(=O)Nc2cccc(C(=O)O)c2)nnc1-c1ccccc1O	6	0	23%	-27%	1%	-3%
CCc1nc(C)ccc1OCC(=O)N(CC)CC	-6	1	12%	?	-10%	.
Cc1ccc(SCCC(=O)N/N=C/c2ccccc2O)cc1	2	6	?	?	-2%	15µM*
CCCCN(C(=O)CCC(=O)Nc1cc(C)on1)C(C(=O)NC1CCCC1)c1ccc(F)cc1 (configuration not stated)	-8	-3	-21%	-4%	-9%	?
CC(C)Cn1c(N)c(C(=O)COC(=O)COc2cccc(C(F)(F)F)c2)c(=O)n(C)c1=O	-5	-2	5%	.	1%	-11%
COc1ccc(C(=O)NC(=S)N2CCOCC2)cc1OC	-5	1	39%[activator]	?	6%	16%
CN1CCN(S(=O)(=O)c2cccs2)CC1	-5	-3	-12%	-2%	2%	6%
Cc1nn(C)c(C(=O)N/N=C/c2cccc3ccccc23)c1Cl	43*	11*	-13%	-27%	-14%	21%
CCOc1ccc(NC(=O)CSc2ccc3nnc(-c4ccccn4)n3n2)cc1	-9	-2	?	3%	7%	?
CN(C)S(=O)(=O)c1cc(NC(=O)COC(=O)/C=C/c2ccco2)ccc1Cl	17	-3	-1%	-14%	-17%	-14%
C=CCn1c(SC(C)C(N)=O)nc2sc(CC)cc2c1=O (configuration not stated)	5	-1	?	3%	-4%	?
CCOCCCNC(=O)C(NC(=O)c1cnccn1)c1ccc(C)cc1 (configuration not stated)	15	-4	?	1%	5%	21%
CCOc1cc(-c2cc(N)n[nH]2)cc(OCC)c1OCC	0	-3	105%[activator]	-7%	-2%	13µM*
CC(=O)N/C(=C\c1ccc(F)cc1)C(=O)N(C)C	12	-3	-3%	3%	-2%	-2%
CC(C)(C)N1CCC1CN (configuration not stated)	-1	-3	25%	0%	-1%	7%
CSCCC(NS(=O)(=O)c1ccc2c(c1)oc(=O)n2C)C(=O)NC1CCC(C)CC1 (configuration not stated)	10	7	-27%	1%	5%	13%
O=C(NCc1ccco1)Nc1ccc(Br)cc1	66*	21	11%	-1%	0%	46%[activator]
COc1ccc(-c2cc(-c3ccccc3)nc(SCC(=O)Nc3ncc(C)s3)c2C#N)cc1	-6	-1	?	-4%	5%	8.3µM*
Cc1ccc(N/C=C2/Sc3ccccc3NC2=O)cc1	70*	45*	296%[activator]	4%	6%	172%[activator]
CCc1ccccc1NC(=O)CCCN1C(=O)c2cccnc2C1=O	-6	-4	?	-5%	3%	-16%
O=C(Oc1c(-c2ccccc2)c(=O)n2c3c(cccc13)CC2)c1ccccc1	-6	-2	?	-5%	11%	-16%
CCCCN(C)Cc1cc(=O)oc2cc3c(cc12)CCCC3	-3	-1	?	3%	-6%	?
Cc1cccc(N2CCN(C(=O)/C=C/c3cccs3)CC2)c1C	64*	44*	-7%	-1%	9%	-27%
CN(C)C(=O)c1cn(CCC#N)nc1-c1ccc2ccccc2c1	11	4	17%	-5%	7%	?
COc1cc(CCC(=O)OCC(=O)Nc2ccc(Br)cc2F)cc(OC)c1OC	-7	1	41%[activator]	-3%	4%	?
COc1cccc(CNC(=O)c2cc3c(C)nc4ccccc4c3o2)c1	-6	-7	302%[activator]	4%	8%	.
COc1ccc(-c2csc(NC(=S)NC(=O)c3cccs3)n2)cc1OC	19	15	?	-20%	-20%	12µM*
Cc1ccccc1CS(=O)(=O)CCC(=O)NCc1ccccn1	-3	-1	35%[activator]	-1%	-28%	18%
CC(=O)NC1C(OCc2ccccc2)OC2COC(C)(C)OC2C1O (configuration not stated)	19	-1	50%	4%	.	8%
CC(NC(=O)c1ccco1)C(=O)NC(C)c1cc(F)c(Cl)cc1Cl (configuration not stated)	4	-1	13%	4%	-11%	29%
Cc1cc(C)c(C(=O)CN2C(=O)C(=O)N(C3CCCC3)C2=O)cc1C	.	.	22%	.	3%	-2%

A few values from the list.
Entry for `Cc1cc(C)c(C(=O)CN2C(=O)C(=O)N(C3CCCC3)C2=O)cc1C` in Pf growth 96h: 22%
Entry for `COc1cc(CCC(=O)OCC(=O)Nc2ccc(Br)cc2F)cc(OC)c1OC` in Pf growth 96h: 41%[activator]

Other compounds.
SMILES	Shiga inhibitor	Cycloheximide cs	Pf growth 96h	Giardia FBPA inh	Sm TGR inh	Pf growth 48h
CCOc1ccc(Nc2nc(NCC(=O)O)nc(N)c2[N+](=O)[O-])cc1	-3	-3	2%	-5%	5%	-2%
COc1ccc(/C=N/c2sc3c(c2C#N)CCN(Cc2ccccc2)C3)c(O)c1	-10	-2	?	-6%	-12%	9%
COc1cccc(Oc2ccc(N)cn2)c1	29*	9	3%	25%	-28%	36%[activator]
COc1cc2c(cc1OC)CN(Cc1cccs1)CC2	14	-3	?	-9%	7%	-13%
COc1ccccc1N1CCN(c2cc(=O)n(-c3ccc(Cl)cc3)c(=O)[nH]2)CC1	-4	23	4%	11%	0%	7%
O=C(CCNC(=O)c1ccccc1Cl)NCC(c1ccc(F)cc1)N1CCOCC1 (configuration not stated)	.	.	4%	.	0%	1%
CC(/C=C/c1ccc(C)o1)=C\C(=O)O	-13	-3	132%[activator]	6%	7.9µM*	-8%
Cc1cc(C)nc(CCNC(=O)c2cc(COc3ccc(F)cc3Cl)on2)n1	21	5	?	1%	0%	?
COc1cccc(-n2c(CN3CCN(c4ccccc4)CC3)nc3ccc([N+](=O)[O-])cc3c2=O)c1	-14	-1	?	-9%	-17%	?
COc1ccc(CC2(CO)CCN(C(=O)NCc3ccccc3)CC2)cc1	12	-2	34%[activator]	4%	0%[57.1 µM]	1%
O=C(Nc1ccc2ccccc2c1)c1nn(C23CC4CC(CC(C4)C2)C3)cc1Br	-7	10	?	10%	14%	?
CCCCC1=CC2=CC(=O)C(C)(OC(=O)CC)C(=O)C2=CN1Cc1ccc2c(c1)OCO2 (configuration not stated)	-3	-4	?	?	-23%	?
COCc1[nH][nH]c(=O)c1C=Nc1ccc(OC(F)(F)F)cc1	16	-1	-4%	-11%	-3%	12%
Cc1onc(-c2c(Cl)cccc2Cl)c1C(=O)N=S(C)(=O)c1ccccc1 (configuration not stated)	-4	1	10µM*	-15%	6%	?
CCCC1COC(Cn2cncn2)(c2ccc(Cl)cc2Cl)O1 (configuration not stated)	-14&-17	-12&-2	10%	-15%	5%	12µM*
CN(C)C(=O)O/N=C(\N)COc1ccc(C(C)(C)C)cc1	31	30*	12µM*	4%	6%	6.6µM*
O=C(O)CCCC(=O)Nc1ccc(N2CCCC2)cc1	-7	-1	31%	-15%	-2%	77%[activator]
COc1ccccc1C(=O)NNC(=O)C1CC=CCC1 (configuration not stated)	34	25*	?	7%	0%	80%[activator]
COc1cc(/C=N/S(=O)(=O)CCc2ccccc2)cc(OC)c1O	-11	-1	41%[activator]	-27%	-3%	2%

Compound activity as filed in PubChem BioAssay.
